Bioassay records from PubChem BioAssay.
SRC2 TRFRET art: flags TR-FRET format artefacts in PPARgamma SRC-2 recruitment agonist screen; AID 1049; TR-FRET artefact counter-screen; stronger effect = higher value; actives 0.4% (n = 200,000); TR-FRET ratio at 8 µM; in the data active means TR-FRET ratio above about 2000; further: inactives centre near 1500
Efa HMGR inh: blocks class II HMG-CoA reductase of Enterococcus faecalis; inhibition, % at 10 µM; actives 0.41% (n = 190,000); purified E. faecalis HMGR, NADPH absorbance 340 nm kinetic;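 active means inhibition above a set limit, the median over all tested compounds plus 3 SD, cut at about 9.5% in these data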;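 further: enzyme runs in reverse so mevalonate oxidation gives rising NADPH absorbance; 0% = complete reaction with DMSO and 100% = background rate lacking mevalonate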
PPARg SRC-2 ag: PPARgamma-driven SRC-2 recruitment agonism; P37231; PPARgamma LBD-SRC-2 recruitment, biochemical; activation, % at 8 µM; actives 0.34% (n = 200,000); in the data active means activation above about 22%;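 further: 0% = vehicle and 100% = reference agonist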
Target sequence (P37231 whole entry, looked up, the tested form may be a part): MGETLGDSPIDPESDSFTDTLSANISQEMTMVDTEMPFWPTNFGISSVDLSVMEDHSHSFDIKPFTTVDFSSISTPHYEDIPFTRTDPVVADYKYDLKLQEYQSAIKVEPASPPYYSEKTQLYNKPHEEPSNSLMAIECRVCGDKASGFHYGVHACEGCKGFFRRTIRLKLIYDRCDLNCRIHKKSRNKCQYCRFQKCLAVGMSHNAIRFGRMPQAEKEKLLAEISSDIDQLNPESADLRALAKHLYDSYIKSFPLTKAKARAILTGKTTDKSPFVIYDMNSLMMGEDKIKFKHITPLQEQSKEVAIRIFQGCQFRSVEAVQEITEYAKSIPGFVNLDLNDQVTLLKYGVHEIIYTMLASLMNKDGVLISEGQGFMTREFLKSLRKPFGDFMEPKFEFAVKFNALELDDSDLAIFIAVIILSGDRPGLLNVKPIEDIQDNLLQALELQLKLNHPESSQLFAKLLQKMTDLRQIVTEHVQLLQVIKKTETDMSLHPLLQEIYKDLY
PPARg SRC3 recr: promotes SRC-3 coactivator recruitment by human PPARgamma. P37231. biochemical PPARgamma/SRC-3 coactivator recruitment assay. activation, % at 8 µM. actives 0.26% (n = 200,000); in the data active means activation above about 23%;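 further: 0% = DMSO and 100% = reference agonist; some compounds past the cut are filed as inactive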
bIAP inhibitor: intestinal alkaline phosphatase (bovine) inhibition | purified bovine IAP, CDP-star luminescence, 30 min | inhibition, % at 20 µM | 190,000 tested, under 10 active;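 active means over 50% inhibition of intestinal alkaline phosphatase at 20 µM in the single-dose screen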
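test system = bovine IAP enzyme | medium = DEA buffer 100 mM, pH 9.8, with MgCl2 1.0 mM, ZnCl2 0.02 mM | detection = luminescence | dosing = single compound dose of 20 µM, 2% DMSO final | incubation = 30 min reaction at room temperature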
ROMK mod: human ROMK K+ channel modulation, primary screen. Tet-inducible ROMK, thallium flux fluorescence; actives lie on both sides. B-score at 10 µM. actives 2% (n = 130,000). AID 1918;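 active means signal ratio slope over the read window, or its plate-corrected B-score, at least 3 SD from the plate mean, either direction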;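 further: B-score of the F/F0 ratio slope over 7 to 12 s after thallium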
RAM inhibit: inhibitors of the yeast RAM network | actives 1.8% (n = 190,000) | S. cerevisiae dse1pr::URA3 reporter, 5-FOA growth OD615, 2 d; analog-sensitive cbk1-as2 kinase mutant strain | inhibition, % at 50 µM;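 active means inhibition above a set limit, 3 SD over mean compound inhibition, cut at about 8.4% in these data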;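 further: 0% = DMSO-only wells with no growth and 100% = 10 µM 1-NA-PP1 full growth; inhibition rescues growth on 5-FOA so higher OD means more RAM inhibition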
Lmaj promast: Leishmania major promastigote growth inhibition | Leishmania major promastigotes, resazurin fluorescence viability | inhibition, % at 10 µM | actives 9% (n = 200,000); in the data active means inhibition above about 50%;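 further: promastigotes grown with compound for 44 hours at 28 °C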
DTT redox prof: compounds producing H2O2 with reducing agent – biochemical, NIH compound library profiling, artefact control for MLSCN library redox annotation, primary screen; DTT-dependent redox cycling H2O2, phenol red/HRP absorbance; 100% = 100 µM peroxide control, 0% = buffer; activation, % at 10 µM; actives 0.03% (n = 200,000); AID 878;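 active means activation of at least 50% relative to the plate's high and low controls in the primary single-dose screen; inactive means activation below 50%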;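 further: compound incubated with DTT at 0.8 mM final as the reducing agent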
PPARg SRC1 recr: PPARgamma-driven SRC-1 recruitment agonism | PPARgamma-SRC-1 coactivator recruitment biochemical assay | activation, % at 8 µM | actives 0.41% (n = 200,000) | AID 631; in the data active means activation above about 19%;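 further: 0% = DMSO and 100% = reference agonist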
S1P3 antag: blocks the human S1P3 receptor; Q99500; CHO S1P3 NFAT-BLA reporter, FRET fluorescence, antagonist mode; inhibition, % at 4.98 µM; actives 0.27% (n = 170,000); AID 485;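 active means inhibition above the plate cutoff, the mean inhibition of test wells on that plate plus 3 SD, cut at about 28% in these data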;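 further: cells challenged with S1P at its EC80 of 0.8 µM; blue over green emission ratio from cleaved BLA substrate after 4 h stimulation; 0% = S1P-stimulated wells and 100% = unstimulated DMSO-only wells; some compounds past the cut are filed as inactive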
Target sequence (Q99500 whole entry, looked up): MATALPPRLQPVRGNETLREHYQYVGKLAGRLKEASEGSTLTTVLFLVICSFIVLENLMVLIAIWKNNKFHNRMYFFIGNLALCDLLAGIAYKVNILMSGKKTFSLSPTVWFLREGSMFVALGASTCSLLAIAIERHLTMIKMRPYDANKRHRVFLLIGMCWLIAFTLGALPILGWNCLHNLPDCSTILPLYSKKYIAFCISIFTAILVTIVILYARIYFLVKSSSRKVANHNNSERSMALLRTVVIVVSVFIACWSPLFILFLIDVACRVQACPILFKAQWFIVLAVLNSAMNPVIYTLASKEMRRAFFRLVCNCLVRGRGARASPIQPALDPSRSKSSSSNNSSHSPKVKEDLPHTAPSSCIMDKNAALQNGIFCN
An asterisk follows results filed as active; / = not tested or not shown.

Below each SMILES: PPARg SRC-2 ag	PPARg SRC3 recr	ROMK mod	Efa HMGR inh	RAM inhibit	bIAP inhibitor	S1P3 antag	DTT redox prof	Lmaj promast	PPARg SRC1 recr	SRC2 TRFRET art
1	COCc1cc(SC2CCCCC2)nc(C)n1
→ 1	1	-0.57	-4	1.8	2	-7	-0.3	-5	2	1639
2	COc1cc(C(=O)NCc2nnc(SCC(=O)Nc3ccc4c(c3)OCO4)o2)cc(OC)c1OC
→ 7	0	0.055	-1	5.3	-7	5	-1.6	-3	4	1651
3	Cc1ccccc1C(=O)c1c[nH]c(C(=O)NCc2cccs2)c1
→ -4	-5	/	-6	1.2	11	/	2.0	0	-6	1410
4	CN1CCN(c2cnn(-c3ccccc3)c(=O)c2Br)CC1
→ -4	3	-0.043	-2	4.7	-5	1	0.7	20	-9	1480
5	Cc1nn(CCC(=O)NNC(=S)Nc2ccc(Cl)cc2)c(C)c1[N+](=O)[O-]
→ 16	-1	/	-7	-1.0	0	/	-0.1	-5	7	1721
6	COc1ccc(-c2c[nH]c(=O)[nH]c2=O)cc1OC
→ -8	-2	/	4	-0.5	9	-18	-1.4	-9	2	1570
7	OC(COc1ccc(CNCCc2ccccc2F)cc1)CN1CCCCC1 (centres undefined)
→ 2	0	-0.6	-2	-0.4	-7	-5	-0.9	78*	4	1511
8	CCN(CC)c1ccc2c(Nc3ccccc3)c(C=O)c(=O)oc2c1
→ 2	-2	-0.029	1	3.5	7	6	-0.8	-4	-2	1484
9	COc1cc(C(=O)Oc2cc(C)cc(C)c2)cc(OC)c1OC
→ 3	3	/	-4	3.1	14	/	0.4	-7	6	1673
10	CC(NCCc1ccc(O)cc1)C(O)c1ccc(O)cc1 (centres undefined)
→ 7	2	/	0	2.6	15	4	-0.3	-7	8	1552
11	Oc1cccc(/C=N/Nc2cc(N3CCOCC3)nc(N3CCOCC3)n2)c1
→ -2	2	-1.1	-2	2.0	0	10	-0.1	61*	1	1568
12	CSc1nnc(-c2ccccc2)c(=O)[nH]1
→ 2	-3	0.67	-1	1.6	1	-3	-1.1	0	5	1442
13	Cc1ccc2nc(-c3cccnc3)c(NC3CCCC3)n2c1
→ 4	1	-0.14	-7	2.1	-2	10	-0.5	64*	2	1550
14	COc1cc(/C=N/NC(=S)NC(C)C)ccc1OCC(=O)Nc1c(C)cc(C)cc1C
→ -5	1	0.15	-8	2.8	33	-30	-0.5	-5	2	1539
15	Cc1onc(-c2ccccc2)c1C(=O)Nc1ccc(Cl)cn1
→ 1	3	0.14	-2	2.8	-11	22	-0.2	-6	12	1597
16	CC1=NNC(=O)C1CCC(=O)N/N=C/C=C/c1ccccc1 (centres undefined)
→ -2	-4	0.33	3	-0.1	6	-7	0.4	-8	-3	1546
17	C=CCn1c(SCC(=O)NCc2ccc3c(c2)OCO3)nnc1C1CCCCC1
→ 0	-5	-0.16	-1	0.9	-5	8	0.2	-5	3	1544
18	Cn1c(/C=C/c2ccc([N+](=O)[O-])o2)nc2ccccc2c1=O
→ 1	2	/	-8	0.4	9	/	1.9	100*	-3	1510
19	CCn1c(SCC(=O)Nc2ccc3c(c2)OCCO3)nnc1-c1ccccn1
→ 9	9	-0.36	2	8.1	0	-19	-0.2	2	9	1603
20	CCc1cccc(Nc2c3c(nc4ncnn24)CCC3)c1
→ 10	4	-1.7	-9	1.1	-9	7	-0.2	0	6	1597
21	Cc1oc(-c2ccccc2F)nc1CS(=O)(=O)CC(=O)N1CCCCCC1
→ 6	5	/	-6	0.5	-7	-10	-0.4	-5	4	1678
22	COc1cccc(C(=O)/C=C/Nc2ccc(S(=O)(=O)Nc3cnc4ccccc4n3)cc2)c1
→ 2	3	/	0	2.5	-44	-1	0.6	-7	1	1641
23	CCc1ccc(NC(=O)c2cnn(-c3ccccc3)c2C)cc1
→ 4	-2	0.033	2	2.9	5	10	-0.2	-9	3	1675
24	Cc1ccc(CNC(=O)CCNS(=O)(=O)c2cccs2)cc1
→ -7	-2	-0.15	-5	0.4	1	-6	0.5	-5	-2	1630
25	CCOC(=O)c1c(C)nc2sc3c(c2c1-c1ccc(OC)cc1)NC(c1ccccc1)NC3=O (centres undefined)
→ -9	-9	/	-1	5.8	-12	/	-4.8	-2	-7	1497
26	CCCCC(=O)Nc1cccc(NC(=O)C(C)C)c1
→ -4	7	-0.7	-4	1.5	12	/	0.3	9	-2	1277
27	Cc1ccc(S(=O)(=O)NCCc2ccncc2)cc1C
→ 4	7	-0.043	-3	0.1	-20	4	-0.3	0	2	1647
28	Cc1cc(C)c(NC(=O)CN2C(=O)NC3(CCCCC3)C2=O)c(Cl)c1
→ 8	-2	/	0	1.3	1	-1	-0.8	3	3	1609
29	CCOC(=O)c1c(NCc2ccc3c(c2)OCO3)c2ccccc2[nH]c1=O
→ -4	-4	0.73	1	-0.1	19	-2	-3.0	43	-3	1502
30	CCOc1ccc(-c2c(C(=O)N/N=C/c3ccc(OC)cc3)nnn2-c2nonc2N)cc1
→ -6	4	-0.13	2	12*	3	-19	0.2	-6	0	1535
31	C=CCc1cccc2cc(C(=O)NC3CCCCC3)c(=O)oc12
→ 1	-2	/	-2	3.9	4	-17	-1.4	18	4	1359
32	O=C(c1cnn2c(C(F)F)cc(-c3ccccc3)nc12)N1CCN2CCCC2C1 (centres undefined)
→ 9	-1	/	2	1.8	3	-20	-0.9	4	1	1480
33	Cc1cc(C)c(C#N)c(N2CCCC(C(N)=O)C2)n1 (centres undefined)
→ 0	-23	0.51	0	1.3	7	-14	0.1	2	-1	1488
34	O=C(Oc1cccc(C(=S)N2CCOCC2)c1)c1cc([N+](=O)[O-])cc([N+](=O)[O-])c1
→ 1	-1	-0.62	0	-0.1	9	-22	-0.8	-7	-2	1320
35	O=C(CNS(=O)(=O)c1ccc(Br)s1)N1CCN(c2ncccn2)CC1
→ 4	7	/	0	2.5	-9	-50	-0.4	-5	4	1624
36	CCN(CC)c1ccc(-c2nc3cnccn3c2NC2CCCC2)cc1
→ 4	16	/	-1	1.5	4	/	-4.7	12	8	1724
37	CC1=C(C(=O)Nc2ccccc2)C(c2ccc(C)cc2)N=C(Nc2nc3ccccc3o2)N1 (centres undefined)
→ 6	0	0.51	0	4.0	-17	/	-2.2	2	4	1593
38	O=C(CCN1CCCC1Cc1ccccc1)c1ccc2c(c1)OCCO2 (centres undefined)
→ 4	7	-0.94	-5	-1.4	5	/	0.0	100*	-1	1499
39	CCOC(=O)c1c(-c2ccc(C)o2)csc1NC(=O)CN1CCC(C(N)=O)CC1
→ 6	3	0.0035	1	2.0	-10	-2	-2.2	45	-2	1747
40	CC(C)CN(C(=O)COC(=O)CCc1c[nH]c2ccccc12)C1CCS(=O)(=O)C1 (centres undefined)
→ -2	0	/	-3	0.7	-18	-14	2.5	-12	0	1572
41	COc1cc2c(cc1OC)CN(CC(=O)Nc1ccccc1C#N)CC2
→ 9	-2	0.33	-7	1.0	2	/	0.3	36	-4	1484
42	CC(C)N1CC=C2C(C#N)=C(N)C(C#N)(C#N)C(c3ccccc3)C2C1 (centres undefined)
→ -11	-5	-4.2*	-3	0.5	-4	/	-3.6	-3	7	1436
43	C=C(C)C1CC=C(C)/C(=N/NC(=O)COc2cccc(C)c2)C1 (centres undefined)
→ 2	-8	0.048	-5	1.9	-5	/	0.8	24	-3	1431
44	COc1ccc(C(C(=O)NC2CCCC2)N(C(=O)c2ccco2)c2ccc(OC)c(OC)c2)cc1 (centres undefined)
→ -4	6	/	1	2.2	2	/	0.2	-5	1	1512
45	CCc1c(C)c(C#N)c2nc3ccccc3n2c1Nc1c(C)n(C)n(-c2ccccc2)c1=O
→ -5	3	/	-6	2.1	7	-4	-1.3	13	7	1580

The final two records of the section before come first, to join the parts.
Below each SMILES: PPARg SRC-2 ag	PPARg SRC3 recr	ROMK mod	Efa HMGR inh	RAM inhibit	bIAP inhibitor	S1P3 antag	DTT redox prof	Lmaj promast	PPARg SRC1 recr	SRC2 TRFRET art
44	COc1ccc(C(C(=O)NC2CCCC2)N(C(=O)c2ccco2)c2ccc(OC)c(OC)c2)cc1 (centres undefined)
→ -4	6	/	1	2.2	2	/	0.2	-5	1	1512
45	CCc1c(C)c(C#N)c2nc3ccccc3n2c1Nc1c(C)n(C)n(-c2ccccc2)c1=O
→ -5	3	/	-6	2.1	7	-4	-1.3	13	7	1580
46	CCN1CCN(C(=S)NC(=O)/C=C/c2cccs2)CC1
→ 7	1	-0.041	-1	1.6	-6	-14	-0.8	0	1	1556
47	Cc1nn2cc(-c3ccc(Cl)cc3)cnc2c1Br
→ 12	3	-0.018	-8	0.4	-5	-5	-0.6	-2	9	1778
48	CC(=O)c1c(C)nn(C(=O)c2cccs2)c1C
→ 17	9	/	1	-0.3	-1	8	-0.8	-4	6	1545
49	NC(=O)c1cc([N+](=O)[O-])cc2c1C=Cc1ccccc1O2
→ 4	3	-0.18	0	4.8	-5	-5	-0.5	90*	4	1718
50	Cc1c(Cl)ccc2c1NC(=O)[C@]21[C@@H]2C(=O)N(Cc3ccccc3)C(=O)[C@@H]2[C@@H]2CCCN21
→ 1	-5	0.92	-1	1.5	-8	10	-5.2	44	3	1424
51	CC(C)N(C)NC(=S)Nc1ccccc1
→ 12	-1	0.1	-9	0.4	-2	-6	-0.5	62*	-6	1626
52	CC(C)c1ccc(/C=N/Nc2cc(N3CCOCC3)nc(N3CCOCC3)n2)cc1
→ 7	0	-0.24	1	0.1	1	-34	-0.1	15	7	1576
